CDK5 inh = inhibitors of human CDK5/p35 kinase; inhibition, % at 10 µM; Q00535+Q15078; Recombinant CDK5/p35, ADP-Glo luminescence, 60 min; actives 0.01% (n = 330,000); AID 488839;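 active = highest replicate inhibition of at least 50% and at least 75% of replicates reaching 50%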;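 note: plate controls were DMSO neutral control for no effect and GW8510 at 10 µM for full effect; many of its hits are not listed in these tables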
DSG3 Ab inh = human desmoglein-3 autoantibody binding inhibition. P32926. DSG3-coupled beads, scFv-anti-DSG3-GFP binding, flow cytometry; hits give low values. binding (percent of control), % at 10 µM. actives 0.48% (n = 310,000). AID 588358;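 active = binding more than 3 SD below its plate's average and above zero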;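 note: hits lower antibody fragment binding to DSG3; some compounds called inactive have numbers as strong as hits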
Target sequence (P32926 whole entry, looked up, the tested form may be a part): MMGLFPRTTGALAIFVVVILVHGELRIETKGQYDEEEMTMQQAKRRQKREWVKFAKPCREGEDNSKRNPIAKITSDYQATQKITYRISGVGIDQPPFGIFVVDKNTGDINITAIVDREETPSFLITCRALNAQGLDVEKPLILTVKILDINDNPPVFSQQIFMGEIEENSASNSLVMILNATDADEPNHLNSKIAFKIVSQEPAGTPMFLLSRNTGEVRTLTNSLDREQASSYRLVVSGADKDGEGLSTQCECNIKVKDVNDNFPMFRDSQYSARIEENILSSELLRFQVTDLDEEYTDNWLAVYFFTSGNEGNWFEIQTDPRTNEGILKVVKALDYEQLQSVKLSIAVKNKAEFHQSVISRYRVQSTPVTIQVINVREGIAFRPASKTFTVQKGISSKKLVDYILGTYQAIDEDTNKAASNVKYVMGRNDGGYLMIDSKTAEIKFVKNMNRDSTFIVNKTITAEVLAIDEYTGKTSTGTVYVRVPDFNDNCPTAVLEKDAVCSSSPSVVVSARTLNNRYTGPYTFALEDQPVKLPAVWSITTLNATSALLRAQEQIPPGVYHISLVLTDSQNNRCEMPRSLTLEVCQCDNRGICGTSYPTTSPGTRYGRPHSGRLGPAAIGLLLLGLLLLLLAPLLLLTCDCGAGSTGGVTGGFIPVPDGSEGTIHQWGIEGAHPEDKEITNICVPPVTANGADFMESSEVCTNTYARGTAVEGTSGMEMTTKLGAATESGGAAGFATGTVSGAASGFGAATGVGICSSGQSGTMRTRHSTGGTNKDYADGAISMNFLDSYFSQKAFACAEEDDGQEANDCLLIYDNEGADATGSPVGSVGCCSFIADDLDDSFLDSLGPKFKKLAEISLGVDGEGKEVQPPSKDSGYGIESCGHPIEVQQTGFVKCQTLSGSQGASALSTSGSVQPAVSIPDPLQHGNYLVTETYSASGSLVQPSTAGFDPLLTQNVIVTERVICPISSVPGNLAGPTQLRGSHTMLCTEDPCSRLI
Arrestin-AP2 inh = human beta-arrestin and AP2 interaction inhibition. FITC-arrestin peptide / GST-AP2 beads, flow cytometry; AP2 beta2 appendage carries R879A mutation. actives 0.31% (n = 340,000). inhibition, % at 10 µM. AID 504490;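 active = inhibition above a set limit, near 3 SD of compounds lacking own fluorescence, cut at about 54% in these data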;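 note: plate controls were DMSO wells for no effect and 5 µM unlabelled arrestin peptide for full effect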
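System: GST-AP2 R879A glutathione beads | Also added: FITC-arrestin peptide, 50 nM | Times: 12 min plus 1 h, RT | Signal: Bead flow cytometry, FITC channel | Buffer or medium: PBS with 0.05% Tween 20 and 0.1% BSA | Read-out basis: Percent drop in bead-associated FITC signal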
PKA-R1A act = activators of PKA-R1A complex. PKA-R1A dissociation, Cy5-IP20 fluorescence polarization; scaled: DMSO 0%, 113 µM cGMP 100%. activation, % at 11.4 µM. P00514+P68181. AID 504707. actives 0.083% (n = 340,000);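 active = percent activation above the mean of all tested compounds plus 3 SD, cut at about 19% in these data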;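 note: higher means more PKAc released from R1A so a rise in polarization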
NSD2 HMT inh = NSD2 (human) methyltransferase inhibition | O96028 | NSD2 peptide methylation, AlphaScreen, 120 min | inhibition, % at 12.5 µM | actives 0.54% (n = 310,000); in the data active = inhibition above about 50%
dFosB act = activators of mouse delta FosB homodimer; P13346; purified delta FosB, TAMRA-CDK5 oligo fluorescence polarization; percent of positive-control signal above neutral wells; activation, % at 25 µM; actives 0.99% (n = 340,000); AID 493131;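 active = mean activation above about 17%, with every replicate also reaching it, limit read from the data, passing the limit was not always enough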;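 note: fluorescence polarization rise as delta FosB binds a TAMRA Cdk5 AP-1 oligo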
MITF act = MITF TRPM1 promoter activation in melanoma cells. SK-MEL-5 TRPM1-promoter luciferase, 24 h; % of positive control, neutral wells = 0. activation, % at 12.5 µM. actives 0.75% (n = 300,000). AID 588334;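 active = mean activation of at least 80% with every replicate also reaching 80%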;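 note: 0% = neutral control wells and 100% = parthenolide positive control wells; values of inactives mirror those of a sister screen read the other way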
PKA-R2B activ = activates the human PKA-R2B holoenzyme complex; P22694+P31323; PKA-R2B holoenzyme dissociation, Cy5-IP20 fluorescence polarization; R2B truncated from residue 108, S112A mutant; 0% DMSO only, 100% 113 µM cGMP; activation, % at 11.4 µM; actives 0.079% (n = 340,000);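 active = activation above a cutoff set at the mean over all compounds plus 3 SD, cut at about 18% in these data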;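 note: higher means more holoenzyme dissociation and a rise in polarization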
SR-BI HDL uptake = mouse SR-BI HDL lipid transfer inhibition. ldlA[mSR-BI] CHO cells, DiI-HDL uptake fluorescence, 3 h. Q61009. inhibition, % at 12.5 µM. actives 0.96% (n = 320,000);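 active = mean replicate inhibition of at least 70% and a set share of replicates each scoring 70 or more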;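 note: 0% = median of neutral control wells and 100% = median of positive control wells; values of inactives mirror those of a sister screen read the other way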
SR-BI uptake up = SR-BI HDL lipid transfer activation | actives 0.096% (n = 320,000) | CHO ldlA[mSR-BI] cells, DiI-HDL uptake fluorescence, 3 h; 100 = double the neutral-control signal | AID 504775 | activation, % at 12.5 µM;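 active = mean replicate activation of at least 60% and every replicate at or above 60%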;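 note: 0% = median plate neutral-control signal and 100% = twice that signal; values of inactives mirror those of a sister screen read the other way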
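Assay system: LDL receptor-deficient CHO ldlA cells overexpressing murine SR-BI / Medium: BSA-supplemented, HEPES-buffered Ham's F12, pH 7.4 / Probe or stimulus: DiI-labelled HDL at 10 µg/mL final / Timing: compound with DiI-HDL co-incubation, 3 h at 37 °C / Technique: bottom-read cell fluorescence after medium removal, ex 550/em 595 nm / Measure: HDL uptake via cellular fluorescence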
SUMO Mot1 rescue = inhibitors of SUMOylation pathway: yeast Mot1-301 growth rescue; actives 1% (n = 320,000); growth rescue, % at 18.8 µM; AID 2716; S. cerevisiae Mot1-301 growth rescue, ATP luminescence, 38.5C; percent above DMSO median, 100 means doubled;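 active = every valid replicate shows activation above 250% relative to neutral control wells; inactive = the rest, any valid replicate at or below 250%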;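 note: OY570 slx delta 5 strain wells were the positive control but not used for scaling; some compounds called inactive have numbers as strong as hits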
* hit, by the source's call; · = not tested or not shown.

Results follow in this order: SUMO Mot1 rescue, PKA-R1A act, SR-BI uptake up, SR-BI HDL uptake, Arrestin-AP2 inh, CDK5 inh, PKA-R2B activ, NSD2 HMT inh, MITF act, dFosB act, DSG3 Ab inh
1	COc1ccc(S(=O)(=O)N2CCOCC2)cc1NC(=O)c1cccc(Cl)c1
 : 1, 5, -52, 52, -2, 0.1, 1, -2, 1, -8, 100
2	COc1cc(/C=N/NC(=O)c2ccncc2)cc2c1OCO2
 : 7, -6, -2, 2, 38, 1.4, -1, 23, 9, 8, 102
3	Nc1cc(=O)[nH]c(SCc2nnnn2-c2ccc(Cl)cc2)n1
 : 7, 1, 34, -34, -2, 0.9, 0, 0, 3, -3, 84
4	CCOc1ccc(C(=O)Nc2ccc3c(c2)OCO3)cc1OCC
 : -11, 4, -63, 63, 14, -1.2, -2, 1, 19, -13, 97
5	CCn1c(NCc2ccccc2NS(=O)(=O)c2ccc(C)cc2)nc2ccccc21
 : 10, 6, -47, 47, -17, 2.0, -7, -2, 0, 2, 101
6	CCOc1ccc(C(=O)NCC(=O)NNC(=O)CN(C)S(=O)(=O)c2ccc(Cl)cc2)cc1OCC
 : ·, 6, -24, 24, -2, 0.6, -2, -4, 13, -2, 108
7	Cn1c(O)c(N=NC(=O)CNC(=O)c2cccnc2)c2ccccc21
 : -8, 2, 1, -1, 0, -0.5, 12, 2, -1, -2, ·
8	CCOC(=O)N1CCN(CC(O)COc2c(C)cc(C)cc2C)CC1 (configuration not stated)
 : 250, -13, -7, 7, 16, 0.8, -8, -7, -2, 3, 110
9	Cc1sc2nc(SCC(=O)Nc3cccc(S(N)(=O)=O)c3)[nH]c(=O)c2c1C
 : -20, -9, 6, -6, -24, -0.1, -3, 4, -12, 3, ·
10	COc1cccc(-c2cc(C(=O)N3CC4(C)CC3CC(C)(C)C4)no2)c1 (configuration not stated)
 : -7, 11, -36, 36, 22, -2.7, 7, -2, 0, -9, 99
11	C=CCNc1nc(-c2cc3ccccc3o2)cs1
 : 18, -12, -3, 3, 24, 0.8, -1, 3, 7, -5, 99
12	Cc1cc(=O)[nH]c(SC(C(=O)O)c2ccccc2)n1 (configuration not stated)
 : 1, -2, 1, -1, 18, 0.1, 12, -2, -4, 10, 111
13	COc1ccc(N/C=C/C(=O)c2sc(-c3ccccc3)nc2C)cc1
 : 1, -3, -16, 16, 24, 2.0, -19, 1, -1, -1, 122
14	CCOC(=O)Nc1cccc(NC(=O)c2ccccc2F)c1
 : 5, 4, -17, 17, -3, 0.4, -5, -3, 15, -9, 102
15	O=C(NCC1CCCO1)c1ccc2c(=O)n(-c3ccc(F)cc3)c(=S)[nH]c2c1 (configuration not stated)
 : 4, -6, 17, -17, -14, -0.1, -2, -3, 10, 15, 120
16	COc1ccc(C2C(C(=O)O)CC(=O)N2C2CCCCC2)cc1 (configuration not stated)
 : -13, -4, 5, -5, 9, 0.0, -4, -2, -11, 1, ·
17	CCCN1CCc2c(sc3nc(SCC)n(-c4ccccc4)c(=O)c23)C1
 : ·, -8, -18, 18, 7, -0.5, -8, ·, -12, -8, 102
18	O=C(c1ccc(F)cc1F)N1CCN(S(=O)(=O)c2ccc3c(c2)OCCO3)CC1
 : -9, 12, 23, -23, -5, -2.5, 1, 0, -6, -17, 88
19	O=C(NNc1c(F)c(F)cc(F)c1F)c1ccc(Cl)nc1
 : 12, 3, ·, ·, -12, -2.1, 2, 0, -5, 2, 92
20	CCO[C@@H]1OC(C(=O)N2CCN(Cc3ccccc3)CC2)=C[C@H](c2ccccc2)[C@H]1CCCO
 : 5, 3, 13, -13, 19, 0.2, -3, ·, 17, -6, 102
21	CCN(CC)C(=O)Oc1nnc(SC(C)C)n1-c1ccc(Cl)cc1
 : -15, 4, 21, -21, -6, -0.7, -7, -2, 1, -3, 112
22	CCCC(C)C(=O)Nc1ncc(S(=O)(=O)c2ccc([N+](=O)[O-])cc2)s1 (configuration not stated)
 : 3, 1, 1, -1, 34, -1.9, 0, 0, -10, -8, 116
23	CCCNS(=O)(=O)c1ccc(CCC(=O)NCCc2ccc(OC)c(OC)c2)cc1
 : -4, 3, -14, 14, -8, -1.5, 7, -2, 1, -1, 95
24	NC(=O)C1(NC(=O)[C@@H]2CC3(CC(c4cccc(NC(=O)[C@@H]5CCC(=O)N5)c4)=NO3)CN2C(=O)c2ccccc2)CC1 (some centres not stated)
 : 3, 18, 38, -38, 0, -4.6, 3, ·, 0, -8, 106
25	CCOC(=O)CC1Sc2ccccc2NC1=O (configuration not stated)
 : -15, -7, 4, -4, -1, -0.6, 7, 1, -4, 0, 102
26	Cc1ncc([N+](=O)[O-])n1S(=O)(=O)c1ccc2c(c1)OCCO2
 : ·, -9, 9, -9, 47, 0.1, 3, -2, -2, -1, 96
27	CCCCn1c2ccc(F)cc2c2nnc(SCCN3CCCCC3)nc21
 : ·, 3, -32, 32, -2, 1.2, -4, ·, 15, -5, 99
28	CC(=O)c1ccc(NC(=O)c2noc3c2CCC3)cc1
 : 8, -5, 5, -5, -15, 2.3, -7, 2, -53, -10, 97
29	Cc1ccc(NC(=O)CSc2nnc3n2CCCCC3)cc1
 : 53, 6, 21, -21, 6, -0.7, -3, -1, 5, -16, ·
30	S=C(Nc1ccccc1Cl)N1CCOCC1
 : 651*, 16, 2, -2, 8, 0.3, 7, -2, 8, -4, ·

Next part.
Results follow in this order: SUMO Mot1 rescue, PKA-R1A act, SR-BI uptake up, SR-BI HDL uptake, Arrestin-AP2 inh, CDK5 inh, PKA-R2B activ, NSD2 HMT inh, MITF act, dFosB act, DSG3 Ab inh
31	CC(=O)Nc1ccc(S(=O)(=O)Nc2nc3ccccc3nc2-n2ccc(=NC(=O)c3ccc(F)cc3)cc2)cc1
 : -13, -7, -6, 6, -9, -1.0, 3, 0, 0, -5, 112
32	Cc1ccsc1/C=N/NC(=O)C1CC(=O)N(c2ccc(F)cc2)C1 (configuration not stated)
 : -2, -3, -22, 22, 10, -1.0, -2, 1, ·, -12, ·
33	CCN1CCN(C(CC(C)C)c2nnnn2CS(=O)(=O)c2ccc(C)cc2)CC1 (configuration not stated)
 : -10, -1, 20, -20, 42, 0.9, -5, -3, 4, -8, 102
34	Cc1cccc(C(=O)OCC(=O)NCC(C)C)c1O
 : -4, 1, 1, -1, 44, -0.1, 1, -3, 12, 3, 103
35	COc1ccc(N2CCN(C(=O)CNC(=O)c3cccc(Br)c3)CC2)cc1
 : -4, 3, -14, 14, 7, 0.6, -2, -1, -3, -5, 104
36	CCOC(=O)[C@@H]1[C@H]2COc3ccc(Br)cc3[C@@H]2N2C(=O)N(c3ccccc3)C(=O)[C@]12C
 : -1, -5, 7, -7, 22, -2.0, 1, ·, 4, 2, 104
37	CCOC(=O)c1nn(-c2ccc(Cl)cc2)c(C)cc1=O
 : -3, 3, 7, -7, -1, 0.8, -7, -4, 0, 11, 96
38	CN(C)c1ccc(CC2C(=O)Nc3ccccc32)cc1 (configuration not stated)
 : -14, -9, 0, 0, 24, 1.0, -7, 7, ·, -10, 113
39	CCOc1cc(N2CCOCC2)c(OCC)cc1NC(=O)CN1C(=O)NC(C)(C2CC2)C1=O (configuration not stated)
 : 49, -9, -10, 10, 7, -0.1, 1, -4, -14, -16, 98
40	Cc1cccc(NC(=O)/C(C#N)=C/c2ccc(F)cc2)n1
 : 101, 11, -23, 23, -8, -0.8, 0, -2, 2, -4, 106
41	CC(C)(C)NC(=O)C(c1ccc(-c2ccccc2)cc1)N(C[C@H]1CC[C@@H]([C@@H]2CC[C@H](CO)O2)O1)C(=O)c1ccc(-c2ccccc2)cc1 (some centres not stated)
 : ·, -7, -22, 22, -13, 1.3, -2, ·, -32, -13, 101
42	C[C@@H]1CN([C@@H](C)CO)C(=O)c2cccc(NS(=O)(=O)c3cccs3)c2O[C@H]1CN(C)Cc1ccc(C(F)(F)F)cc1
 : -6, -6, -8, 8, 20, 0.7, 3, ·, 4, 0, 104
43	CN(Cc1cccs1)C(=O)COc1cccc2c1OC(C)(C)C2
 : -6, -7, -21, 21, 23, -2.4, 4, 0, 1, -1, 91
44	CCOc1ccc(OCC(=O)N2CCC3(CC2)CC(=O)c2ccccc2O3)cc1
 : 107, -2, -6, 6, 35, -0.3, -4, 0, 3, -11, 95
45	CCOC(=O)N1CCN(S(=O)(=O)c2ccc(C)c(C)c2)CC1
 : 388*, -4, -5, 5, 0, -0.5, 2, 1, -2, -5, 95
46	O=C(c1cc2ccccc2oc1=O)N1CCN(c2ncccn2)CC1
 : -5, -2, 16, -16, 2, 0.7, 0, -2, ·, -7, 97
47	COCCCn1c(-c2ccco2)nc2ccccc2c1=O
 : 1, -6, 3, -3, 2, -0.2, -9, 0, 3, -2, 105
48	CC(C)Cc1nnc(NC(=O)CCC(=O)N2CCN(C3CCCC3)CC2)s1
 : -7, -1, -55, 55, -3, 0.0, -4, -9, -3, -4, ·
49	CC(/C=C/C=C/c1ccccc1)=N\NC(=O)c1cccnc1
 : 4, -6, -10, 10, 41, -1.3, -7, -3, -5, -6, 101
50	O=c1c2ccccc2nc(N/N=C/c2c(O)ccc3ccccc23)n1O
 : 42, -6, -129, 129*, -22, -0.8, -2, 1, -26, 9, 99
51	CC(=O)Oc1c(/C=C(\C#N)C(N)=O)[nH]c2ccccc12
 : ·, 1, 20, -20, 4, -5.9, 5, 8, -60, -2, 142
52	NNC(=O)CNC(=O)c1cccc(Br)c1
 : 17, -9, 15, -15, 0, -0.2, -10, 1, -5, -6, 98

Screening data: PubChem BioAssay, several laboratories
